Arrestin-AP2 inh – inhibitors of beta-arrestin/AP2 binding, primary screen, biochemical, GPCR trafficking, flow cytometry | beta-arrestin 1 C-terminal peptide binding to AP2 beta2-adaptin appendage (human) | FITC-arrestin peptide / GST-AP2 beads; AP2 beta2 appendage carries R879A mutation | inhibition, % at 10 µM | 340,000 compounds, 0.31% hits | AID 504490, 2011;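 active = inhibition above a set limit, near 3 SD of compounds lacking own fluorescence, cut at about 54% in these data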;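 also: plate controls were DMSO wells for no effect and 5 µM unlabelled arrestin peptide for full effect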
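System: GST-tagged AP2 beta2-adaptin appendage (R879A) on 4 µm glutathione beads / Reagent: FITC-arrestin peptide, 50 nM / Detection: HyperCyt-sampled flow cytometry, FL1 channel, ex 488/em 535 nm / Timing: 12 min plus 1 h, RT / Buffer or medium: PBS plus Tween 20 (0.05%) and BSA (0.1%)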
Pemphigus Ab inh – inhibitors of pemphigus antibody binding to DSG3, primary screen, biochemical, bead-based, flow cytometry, scFv-GFP | Desmoglein-3 (Homo sapiens), P32926 | DSG3-coupled beads, scFv-anti-DSG3-GFP binding; stronger effect = lower value | binding (percent of control), % at 10 µM | 310,000 compounds, 0.48% hits | AID 588358, 2011;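 active = binding more than 3 SD below its plate's average and above zero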; also: some compounds called inactive have numbers as strong as hits
phage Ecoli inh – growth loss of phage-infected E. coli, primary screen, RecBCD inhibitor project, absorbance, with phage, HTS; AID 651602, 2012; inhibition, % at 11.9 µM; 360,000 compounds, 0.26% hits; in the data active = inhibition above about 11%
PKA-R1A activ – activators of PKA-R1A holoenzyme, primary screen, biochemical, fluorescence polarization, Cy5-IP20, bovine R1A, mouse PKAc | cAMP-dependent protein kinase type I-alpha regulatory subunit (Bos taurus) + … | PKA-R1A dissociation; scaled: DMSO 0%, 113 µM cGMP 100% | activation, % at 11.4 µM | 340,000 compounds, 0.083% hits | AID 504707, 2011;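 active = percent activation above the mean of all tested compounds plus 3 SD, cut at about 19% in these data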;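 also: higher means more PKAc released from R1A so a rise in polarization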
AddAB inh – growth inhibition of E. coli expressing H. pylori AddAB, primary screen, AddAB inhibitor project, absorbance | inhibition, % at 11.9 µM | 330,000 compounds, 0.29% hits | AID 435030, 2010; in the data active = inhibition above about 12%;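 also: 0% = vehicle wells of infected cells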
PfHsp90 set2 – growth inhibition of PfHsp90-expressing yeast, primary screen, antimalarial PfHsp90 inhibitor project, S. cerevisiae, BacTiter-Glo luminescence, single point, set 2; AID 504621, 2011; inhibition, % at 9.4 µM; BacTiter-Glo ATP, 48 h; yeast lacking PDR1 and PDR3 efflux regulators; 310,000 compounds, 0.32% hits;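 active = every replicate shows inhibition above about 80%, whatever the replicate mean, limit read from the data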;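 also: 0% = DMSO neutral controls and 100% = 20 µM radicicol positive controls; yeast relying on Plasmodium falciparum Hsp90 in place of its own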
OPRM1-OPRD1 ag – agonists of OPRM1-OPRD1 heterodimerization, primary screen, cell-based, luminescence; Mu-type opioid receptor (Homo sapiens) + Delta-type opioid receptor (Homo sapiens), …; cells; activation, % at 9.3 µM; 340,000 compounds, 0.3% hits; AID 504326, 2011; in the data active = activation above about 18%;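 also: 0% = vehicle-treated cells and 100% = reference agonist; values of inactives mirror those of a sister screen read the other way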
Target sequence (P35372 whole entry, looked up): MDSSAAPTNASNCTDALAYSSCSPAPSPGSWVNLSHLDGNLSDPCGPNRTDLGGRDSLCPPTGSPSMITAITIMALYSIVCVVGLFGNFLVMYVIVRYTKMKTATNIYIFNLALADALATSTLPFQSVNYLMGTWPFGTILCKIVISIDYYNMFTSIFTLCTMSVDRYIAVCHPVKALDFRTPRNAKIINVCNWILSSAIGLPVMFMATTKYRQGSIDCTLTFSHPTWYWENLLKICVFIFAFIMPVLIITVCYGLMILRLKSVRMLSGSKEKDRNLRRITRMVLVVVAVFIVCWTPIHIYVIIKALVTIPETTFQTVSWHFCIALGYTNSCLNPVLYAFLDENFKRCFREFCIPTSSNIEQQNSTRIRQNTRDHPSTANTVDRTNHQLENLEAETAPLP
Target sequence (P41143 whole entry, looked up): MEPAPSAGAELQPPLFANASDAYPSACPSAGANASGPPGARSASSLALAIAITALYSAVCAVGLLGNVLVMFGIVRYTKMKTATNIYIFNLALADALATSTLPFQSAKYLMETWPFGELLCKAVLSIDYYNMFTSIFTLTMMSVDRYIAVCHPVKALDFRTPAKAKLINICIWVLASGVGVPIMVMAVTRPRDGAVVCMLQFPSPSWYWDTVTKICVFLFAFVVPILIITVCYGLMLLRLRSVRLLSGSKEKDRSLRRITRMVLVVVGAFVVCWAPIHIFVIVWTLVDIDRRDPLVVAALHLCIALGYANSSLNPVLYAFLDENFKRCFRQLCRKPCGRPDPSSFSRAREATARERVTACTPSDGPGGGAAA
SUMO Mot1 rescue – yeast Mot1-301 growth rescue at high temperature, primary screen, SUMOylation pathway inhibitor project, S. cerevisiae, ATP luminescence, 38.5C. S. cerevisiae Mot1-301 growth rescue; percent above DMSO median, 100 means doubled. growth rescue, % at 18.8 µM. 320,000 compounds, 1% hits. AID 2716, 2010;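 active = every valid replicate shows activation above 250% relative to neutral control wells; inactive = the rest, any valid replicate at or below 250%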;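 also: OY570 slx delta 5 strain wells were the positive control but not used for scaling; some compounds called inactive have numbers as strong as hits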
MOR-DOR inv ag – inverse agonists of MOR-DOR heterodimerization, primary screen, cell-based, luminescence; 340,000 compounds, 0.21% hits; AID 504357, 2011; Mu-type opioid receptor (Homo sapiens) + Delta-type opioid receptor (Homo sapiens), …; inhibition, % at 9.3 µM; cell-based MOR-DOR heterodimer luminescence, inverse agonism; in the data active = inhibition above about 22%, passing the limit was not always enough;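 also: 0% = cells with DMSO and 100% = wells without cells with DMSO; values of inactives mirror those of a sister screen read the other way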
Ecoli viability – E. coli V3065 growth inhibition, primary screen, counter-screen for AddAB inhibitor project, absorbance, OD600. 18 h. inhibition, % at 11.9 µM. 330,000 compounds, 0.27% hits. AID 449728, 2010;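 active = inhibition above the campaign's mean inhibition across all tested compounds plus 3 SD, cut at about 9.9% in these data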;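 also: uninfected addAB+ strain grown without phage in ampicillin broth; 0% = DMSO wells and 100% = ciprofloxacin 0.95 µg/ml wells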
Tat transport – E. coli Tat export inhibitors, primary screen, MC4100, TorA-mCherry reporter, fluorescence, single point; inhibition, % at 10 µM; 340,000 compounds, 0.036% hits; AID 488895, 2010;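 active = mean replicate inhibition at least 50% and at least half of replicates individually reaching 50%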;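 also: exported cargo escapes ClpAP degradation while cytoplasmic cargo is degraded and loses fluorescence; 0% = median of neutral control wells and 100% = median of NaSCN control wells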
Starred values were filed as active, the others as inactive; . = not tested or not shown.

SMILES	Arrestin-AP2 inh	Pemphigus Ab inh	phage Ecoli inh	PKA-R1A activ	AddAB inh	PfHsp90 set2	OPRM1-OPRD1 ag	SUMO Mot1 rescue	MOR-DOR inv ag	Ecoli viability	Tat transport
COc1ccc(NC(=O)c2oc3ccccc3c2NC(=O)C2CC2)cc1	-10	99	0.5	3	3.0	-3	-0.3	-8	2	-2.3	3
COc1ccc(S(=O)(=O)N2CCOCC2)cc1NC(=O)c1cccc(-n2cccc2)c1	-9	91	1.2	-3	-0.8	-6	-1.9	-10	10	-0.8	5
CC(=O)Nc1cccc(C(=O)OCC(=O)NNC(=O)c2ccc([N+](=O)[O-])cc2)c1	-13	106	0.1	6	2.6	5	0.5	-13	-3	3.0	0
O=C(OCc1nnc(-c2ccc(Br)cc2)o1)c1ccco1	-7	.	2.3	-8	2.2	-2	-1.6	1	9	1.2	6
Cc1c(C(=O)c2ccc(Cl)c(Cl)c2)cnc2cc3c(cc12)OCO3	5	97	2.8	5	0.8	.	4.5	3	-24	-0.2	4
Cc1ccc(N2C(=O)CC(Cc3ccc(Cl)cc3)C2=O)cc1 (centres undefined)	7	107	3.5	2	-1.6	27	-1.5	4	7	0.8	1
C[N+](C)(C)CCOP(=O)([O-])OC[C@H](O)CO	4	105	5.5	-5	-1.1	5	0.6	-21	-3	-1.7	-1
Cc1cccnc1NC(=O)Nc1ccc(F)cc1	-23	93	2.8	-8	4.1	-11	-1.3	9	7	2.1	10
CCOC(=O)C1CCN(C(=O)CN2C(=O)c3cccnc3Oc3ccc(C)cc32)CC1	-13	96	2.0	4	-2.2	0	-4.0	8	20	-1.5	-3
CCCC(=O)Nc1sc(C(=O)Nc2cccc(N)c2)c(C)c1C(=O)OC	-1	91	0.8	-10	-0.3	-31	1.9	-7	-9	-0.8	-9
O=S(=O)(c1ccc(Oc2ccc(Cl)cc2)c(S(=O)(=O)N2CCCCC2)c1)N1CCCCC1	-1	.	2.9	3	-2.0	-10	-0.1	15	1	-2.1	0
CCCN(CC(=O)Nc1ccc(F)c(F)c1F)C(=O)C1CC(=O)N(Cc2ccccc2)C1 (centres undefined)	3	97	-0.1	-4	-0.8	11	2.0	304	-13	4.2	1
COc1ccc(-c2nc3ccc(C)cn3c2NCc2ccc3c(c2)OCO3)cc1	-7	90	2.0	5	1.2	-6	0.8	51	-6	-1.1	3
CCOc1cc(CNCC2CCCN2CC)cc(Cl)c1OC (centres undefined)	28	86	-1.5	-15	-5.2	22	-1.1	160	6	-1.8	-6
COc1ccc(C(C)NC(=O)Nc2ccc(C(C)=O)cc2)cc1OC (centres undefined)	17	97	2.4	-6	2.3	15	3.8	97	-20	1.8	0
CSc1ccc(Cl)c(C(=O)N2CCN(CC(=O)N3CCCC3)CC2)c1	0	98	1.6	-5	0.3	-15	-1.3	-4	5	-1.1	-3
Cc1cccc(NC(=O)CCN2C(=O)c3ccccc3C2=O)c1	-1	114	0.1	16	1.5	-2	-2.6	-3	13	0.4	0
Cc1cc(=O)n2[nH]c(-c3ccco3)nc2n1	-3	99	4.3	-16	2.7	19	-3.0	-6	17	2.3	-6
O=C(Nc1cc(Cl)ccc1O)C1CC(c2ccccc2Cl)=NO1 (centres undefined)	7	137	3.1	-7	.	-10	10	51	-50	.	4
CCOc1ccc(NC(=O)c2cnccn2)cc1	11	.	2.5	-5	3.0	7	-0.8	-1	3	-1.2	-4
CC[n+]1c(/C=C(/C)SC)sc2ccccc21	2	131	1.3	10	-1.7	42	-1.1	76	6	-2.5	2
COc1cc(/C=C/C(=O)O)cc(S(=O)(=O)Nc2ccccc2SC)c1OC	-1	96	2.3	-4	1.5	8	-1.4	-12	8	-0.8	-1
COc1ccc(-c2noc(CN3CCN(c4ccccc4F)CC3)n2)cc1OC	13	106	4.0	-20	5.0	8	-0.8	14	3	4.5	6
COc1ccc(-c2nc(N)nc(C)c2Oc2ccccc2Br)c(O)c1	5	107	2.7	-5	1.9	-35	2.2	-16	-9	2.1	18
CC(C)(Oc1ccc(Cl)cc1)C(=O)N/N=C/c1cn[nH]c1-c1ccccc1	-4	99	1.1	-3	-0.9	13	-0.9	33	5	-1.2	-8

Record cards, from the list above. Values in the order: Arrestin-AP2 inh, Pemphigus Ab inh, phage Ecoli inh, PKA-R1A activ, AddAB inh, PfHsp90 set2, OPRM1-OPRD1 ag, SUMO Mot1 rescue, MOR-DOR inv ag, Ecoli viability, Tat transport
O=S(=O)(c1ccc(Oc2ccc(Cl)cc2)c(S(=O)(=O)N2CCCCC2)c1)N1CCCCC1 is listed with -1, ., 2.9, 3, -2.0, -10, -0.1, 15, 1, -2.1, 0
CCCC(=O)Nc1sc(C(=O)Nc2cccc(N)c2)c(C)c1C(=O)OC is listed with -1, 91, 0.8, -10, -0.3, -31, 1.9, -7, -9, -0.8, -9
COc1ccc(-c2noc(CN3CCN(c4ccccc4F)CC3)n2)cc1OC is listed with 13, 106, 4.0, -20, 5.0, 8, -0.8, 14, 3, 4.5, 6
COc1ccc(NC(=O)c2oc3ccccc3c2NC(=O)C2CC2)cc1 is listed with -10, 99, 0.5, 3, 3.0, -3, -0.3, -8, 2, -2.3, 3
CCOc1ccc(NC(=O)c2cnccn2)cc1 is listed with 11, ., 2.5, -5, 3.0, 7, -0.8, -1, 3, -1.2, -4

Later entries:
SMILES	Arrestin-AP2 inh	Pemphigus Ab inh	phage Ecoli inh	PKA-R1A activ	AddAB inh	PfHsp90 set2	OPRM1-OPRD1 ag	SUMO Mot1 rescue	MOR-DOR inv ag	Ecoli viability	Tat transport
COc1nc2ccccc2nc1OC	3	103	0.8	-4	-0.2	-10	-2.4	11	13	0.9	1
CCN(Cc1ccc(OC)c(F)c1)C(=O)/C=C/c1ccc(S(=O)(=O)N2CCOCC2)cc1	27	87	0.3	-3	1.2	.	-2.1	49	8	1.4	-6
COc1ccc(OCC(=O)N2CCN(C(=O)c3ccc(F)cc3)CC2)cc1	8	107	0.7	7	2.5	10	-1.3	-12	7	-1.5	-4
CN(C)CCCNC(=O)C[C@H]1C[C@H](C(=O)N2CCCCC2)[C@@]2(C)c3[nH]c4cc(CCC(=O)N(C)C)ccc4c3CCN2C1=O	35	100	-0.2	-5	0.9	4	-2.0	.	10	0.4	3
CC1CCCC(C)N1C(=O)COC(=O)c1ccco1 (centres undefined)	-8	127	-3.0	7	0.2	-6	-3.6	3	19	-1.5	6
CCN(CC)S(=O)(=O)c1ccc(NC2c3ccccc3C(=O)N2c2ccc(C)cn2)cc1 (centres undefined)	25	101	1.8	0	0.6	-10	-1.4	155	8	-0.6	-2
COc1ccc(CN2CCC(N3CC(C)OC(C)C3)CC2)c(OC)c1 (centres undefined)	49	94	1.8	-14	.	32	-0.2	-9	1	.	2
CCSc1ccccc1C(=O)N1CCN(c2ccccc2F)CC1	-5	95	4.2	-1	-1.6	.	-1.1	-7	6	0.2	1
O=C(Nc1nc(-c2ccccc2)c(-c2ccccc2)s1)c1ccc(S(=O)(=O)N2CCCCC2)cc1	6	89	0.7	-4	0.9	2	-1.7	-12	9	2.3	-4
O=C(CSC(=S)N1CCOCC1)N1N=CCC1c1ccccc1 (centres undefined)	-1	.	1.6	0	0.7	.	-1.6	-7	8	0.2	7
CN(/N=C/c1c[nH]c2ccccc12)c1cnn(-c2ccc(F)c(Cl)c2)c(=O)c1Cl	7	102	2.4	6	1.3	48	-2.2	-2	11	5.5	-1
C[C@H](CO)N1C[C@H](C)[C@@H](CN(C)S(=O)(=O)c2ccccc2)Oc2c(NS(=O)(=O)c3ccccc3)cccc2C1=O	1	97	1.1	-6	0.1	-7	-1.9	.	11	0.3	0
O=C1c2ccccc2C(=O)C1c1ccc(Br)cc1	-6	91	4.9	-18	2.0	-2	-4.4	195	24	0.1	-5
C=CCNC(=O)CC(=O)N/N=C/c1cccc(Br)c1	12	106	2.2	-10	-0.4	3	3.5	-11	-22	-2.0	-17
N#CC1=C(N)Oc2cc(O)c(Cl)cc2C1c1ccccc1F (centres undefined)	4	95	-0.2	-10	-0.1	0	2.3	-8	-12	1.8	-7
CCOC(=O)N1CCN(C(=O)Cn2nc(C)n3nc(-c4ccc(CC)cc4)cc3c2=O)CC1	16	98	-1.5	-8	0.3	4	0.5	9	-3	-1.6	-1
COc1cc(CNCCc2ccccc2)cc(Br)c1OCC(=O)Nc1ccccc1C	9	110	4.3	-12	1.5	-23	10	.	-54	2.8	4
CC(/C=C1\SC(=S)N(NC(=O)c2ccncc2)C1=O)=C\c1ccccc1	4	101	1.9	-17	0.5	-9	0.4	-3	-2	2.9	-5
COc1ccc(C)cc1-n1c(SCC(=O)NCC2CCCO2)nc2c([nH]c3ccccc32)c1=O (centres undefined)	-1	.	0.7	7	-2.1	-6	0.6	-13	-3	-3.2	-4
O=C(CC1SC(=Nc2ccc(OC(F)F)cc2)N(CCC2=CCCCC2)C1=O)Nc1ccccc1F (centres undefined)	4	108	1.4	-1	-1.4	-28	-0.1	25	1	-0.5	5
Cc1sc(NC(=O)C2C3CCC(O3)C2C(=O)O)c(C(=O)OC(C)C)c1-c1ccc(Cl)cc1 (centres undefined)	-6	102	0.7	-3	6.5	5	-1.0	5	6	5.0	6
Cc1ccccc1NC(=S)NNC(=O)c1ccco1	-6	.	0.9	10	.	26	-3.1	.	16	.	-3
O=C1CC(C(=O)Nc2ccccc2C(=O)O)C(c2ccccc2)O1 (centres undefined)	-3	105	3.2	-1	1.9	-23	0.6	-8	-3	-2.2	21
c1ccc2c(c1)nc(-c1ccncc1)n2CCNc1nc(CN2CCCCC2)cs1	-6	.	2.1	-11	2.8	-17	.	16	.	1.4	-11
Cn1c(=NC(=O)CCl)sc2ccccc21	3	107	1.7	5	-1.3	-60	47*	17	-274	-2.7	4
